Source: PubChem
NCI-60 one-dose screen, 48 h, at 10 µM unless noted. Numbers give growth in % (100 = growth as untreated, 0 = no growth, -100 = all killed).
PC-3 = PC-3 prostate cancer cells | 80,000 tested, 3.9% active | AID 1794754
SN12C = SN12C renal cancer cells; 81,000 tested, 3.8% active
SF-539 = SF-539 CNS cancer; 81,000 tested, 6.8% active
UO-31 = UO-31 renal cancer. 81,000 tested, 5.2% active. AID 1794768
786-0 = 786-0 renal cancer cells; 81,000 tested, 5.1% active
DU-145 = DU-145 prostate cancer. 81,000 tested, 4.2% active
U251 = U251 CNS tumor cells | 80,000 tested, 5.4% active
TK-10 = TK-10 renal cancer cells; 81,000 tested, 3.9% active
SF-295 = SF-295 CNS cancer cells. AID 1794758. 79,000 tested, 5.6% active
Starred values were filed as active, the others as inactive; nt = not tested or not shown. How the source made its calls: active means growth percent below 10; inactive means the rest.

SMILES	PC-3	SN12C	SF-539	UO-31	786-0	DU-145	U251	TK-10	SF-295
O[Si](O)(c1ccc(F)c2ccccc12)c1ccc(F)c2ccccc12	83	85	nt	54	90	102	93	89	94
CCC1([N+](=O)[O-])COC(c2ccc(Cl)cc2)OC1 (stereo not drawn)	86	99	104	77	109	117	105	115	91
Brc1c(-c2ccccc2)nc2ccccc2c1Br	93	93	96	69	98	102	111	101	110
COc1ccc(-c2cc(-c3ccc(Nc4nc(Nc5ccc(Cl)cc5)nc(Nc5ccc(Cl)cc5)n4)cc3)no2)cc1	61	94	86	65	81	91	62	108	73
COC(=O)[C@]1(C)CCC[C@]2(C)[C@H]3C[C@H]4C(C(C)C)=C[C@]3(CC[C@H]21)[C@H]1[C@@H]4[C@@H](OCCc2noc(C)n2)CC[C@@H]1OCCc1noc(C)n1	65	87	88	67	85	106	75	108	81
C=CCn1c(SCC(=O)Nc2ccc(C(=O)/C=C/c3cc4cc(OC)ccc4nc3Cl)cc2)nnc1-c1ccc(Cl)c(Cl)c1	81	89	99	82	88	105	100	98	95
O=C(Nc1ccc(NC(=O)c2cc(=O)[nH]c3ccccc23)cc1)Nc1cccc(Cl)c1	76	89	84	65	98	105	89	90	95
COc1ccc(OCC(CO)N2CCN(c3ccccc3)CC2)cc1 (stereo not drawn)	85	97	98	86	101	111	97	109	101
O=c1c2c(=NCCN3CCCC3)cc3c(=O)n(CCCN4CCOCC4)c(=O)c4c(-c5ccc(CN6CCCC6)cc5)cc(c(O)n1CCCN1CCOCC1)c2c4-3	-47*	-26*	-79*	-6.7*	-42*	-27*	-19*	nt	-13*
COc1ccccc1C(=O)Nc1cccc(C2CCc3c(cc(OC)c(OC)c3OC)O2)c1 (stereo not drawn)	81	100	101	86	95	99	96	95	93
c1ccc(COCCOCc2ccccc2)cc1	82	105	96	88	107	118	112	101	100
Cc1csc(/N=C(N)/N=C(\N)c2cccnc2)n1	69	80	79	78	91	97	76	116	48
COc1ccc(C/C(C)=C(\c2ccc(O)cc2)c2ccc(OCCCN(C)C)cc2)cc1	83	93	107	78	101	101	81	87	104
COc1ccc(N2C(=O)c3sc4nc5ccsc5c(=O)n4c3C2=O)c(OC)c1	97	91	101	86	99	119	96	135	100
CSc1ccc([N+](=O)[O-])cc1	99	88	100	90	99	115	104	97	102
CCOC(=O)c1cc2c(n1Cc1cc(OC)cc(OC)c1)-c1oncc1CCC2	33	38	2.3*	19	42	16	17	57	-17*
CCOC(=O)C(CCc1ccccc1[N+](=O)[O-])(CCc1ccccc1[N+](=O)[O-])C(=O)OCC	57	89	96	56	87	96	90	78	91
CN(C)c1ccc(C2C=Cc3ccccc3N2C(=O)c2ccccc2)cc1 (stereo not drawn)	63	101	105	73	94	96	91	108	81
COc1ccc(Oc2nc(Cl)ncc2NC(=O)Nc2cc(OC)cc(OC)c2)cc1	62	102	105	76	103	112	96	112	106
Nc1nc(Cl)ncc1[N+](=O)[O-]	104	103	113	82	98	107	103	97	85
O=C(O)c1ccc(-n2cc(/C=N/Nc3ccccc3F)c(-c3ccccc3)n2)cc1	63	92	85	40	87	67	80	78	86
COc1nc2c(cc1S(=O)(=O)c1ccccc1)CCc1c-2cnn1-c1cccc(Cl)c1	64	77	82	-16*	73	97	nt	94	80
N#Cc1c(Cl)nc(SCc2ccc(F)cc2)nc1-c1ccc(F)cc1	91	81	92	87	95	93	93	98	90
NC(=O)C1(NC2CCCCC2)CCNCC1	106	114	95	82	98	111	107	109	112
C=C[C@]1(C)C(Cl)=C[C@H]2C(=O)[C@@H]1c1cccc3c1c(cn3C)C2(C)C	63	96	96	68	94	92	97	107	86
COc1cc(/C=C/C(=O)/C=C(/C=C/c2cc(OC)c(OC(=O)C(C)c3ccc(CC(C)C)cc3)c(OC)c2)OB(F)F)cc(OC)c1OC(=O)C(C)c1ccc(CC(C)C)cc1 (stereo not drawn)	101	100	91	79	96	105	97	97	98
O=C1CCCN1C1CCN(Cc2ccccc2)c2ccccc21 (stereo not drawn)	86	97	115	83	89	111	102	96	93
CC(C)COc1ccc(C(=O)NNC(=O)c2ccc(=O)[nH]c2)cc1	99	105	113	88	99	111	103	120	107
CN(CC(=O)O)c1ncc(-c2ccc(Cl)cc2)cn1	101	101	98	84	100	105	97	99	97
O=C1c2c(c3c4ccc(Br)cc4oc3c3[nH]c4ccccc4c23)C(=O)N1CCO	52	34	17	26	31	35	23	107	21
COc1ccc(/C(CS(=O)(=O)c2ccccc2)=N\O)cc1	104	97	102	104	104	119	94	93	89
COC(=O)C1C(=O)COC1C (stereo not drawn)	100	100	102	92	101	107	100	100	95
CC(C)(C)C(=O)OCOP(=O)(OCOC(=O)C(C)(C)C)C1CCCN(OCc2ccccc2)C1=O (stereo not drawn)	99	103	102	90	28	109	96	104	101
CC1CCOC(c2ccccc2)O1 (stereo not drawn)	96	99	95	91	92	103	99	95	98
O=C(O)/C=C/C(=O)NCc1ccccc1	101	108	96	91	99	121	118	nt	98
COc1ccc(-c2c(C#N)c(-c3cccs3)nc3c2c(-c2ccccc2)nn3-c2ccccc2)cc1OC	94	96	101	98	101	112	102	103	97
COc1cc(/C=C/C(=O)c2nc3cc(F)ccc3nc2C)cc(OC)c1OC	68	66	97	61	76	23	37	103	347
c1ccc(OCCOc2ccccc2)cc1	113	114	109	95	89	117	96	88	94
C(=C/c1ccnc(/C=C/c2ccccc2)c1)/c1ccccc1	98	100	101	82	95	112	nt	124	96
COc1cc(-c2cncn2-c2ccc(-c3nc4ccc(F)cc4s3)cc2)cc(OC)c1OC	62	83	95	32	80	111	86	105	98
Nc1nc(=S)cc(Nc2cccc(Cl)c2)[nH]1	95	103	96	86	93	111	95	106	100
Cc1cccc(C(=O)O)n1	117	102	100	72	112	116	105	109	98
COc1cc(C#N)c(OC)c2c1OCO2	104	113	124	111	108	119	105	106	136
NC(CSC(c1ccccc1)(c1ccccc1)c1ccc(F)cc1)C(=O)O (stereo not drawn)	16	39	-7.8*	25	-51*	-40*	32	65	0.1*
COc1cc2c(cc1OC)C1(NCC2)C(=O)NC2C=CC(Cl)=CC21 (stereo not drawn)	96	97	91	91	92	102	88	101	98

Record cards, as listed above.
CN(CC(=O)O)c1ncc(-c2ccc(Cl)cc2)cn1 in the list: PC-3: 101; SN12C: 101; SF-539: 98; UO-31: 84; 786-0: 100; DU-145: 105; U251: 97; TK-10: 99; SF-295: 97
COc1cc(C#N)c(OC)c2c1OCO2 in the list: PC-3: 104; SN12C: 113; SF-539: 124; UO-31: 111; 786-0: 108; DU-145: 119; U251: 105; TK-10: 106; SF-295: 136

(cont.)
SMILES	PC-3	SN12C	SF-539	UO-31	786-0	DU-145	U251	TK-10	SF-295
CCN1C(=S)N(CC)C2C1NC(=S)N2/N=C/C=C/c1ccccc1 (stereo not drawn)	36	41	11	40	41	31	28	69	20
COc1ccc2oc3c(C)c4c(c(C)c3c2c1)C(=O)N(O)C4=O	94	97	99	89	98	97	114	129	99
Cc1ccc2nc(Cl)cc(=O)n2c1	97	101	nt	84	100	124	119	109	113
COc1cc(/C=C/C(=O)c2ccc3c(c2)OCCO3)c(Cl)c(OC)c1OC	83	86	88	85	86	61	92	138	96
COCCNC(=O)Cc1c(-c2ccccc2)oc2cc(OC)c(OC)c(OC)c12	100	103	97	90	104	111	100	107	106
O=c1c2ccccc2ncn1-c1ccc(Cl)cc1Cl	91	86	92	83	100	114	97	106	104
O=C(O)CCCc1cccc2ccccc12	81	98	96	nt	nt	117	107	111	106
C[Si](C)(O)CCl	96	107	99	88	105	117	96	107	105
COC(=O)c1sc(-c2ccc(F)cc2)c2sc(N)nc12	93	93	93	70	86	100	91	92	95
FC(F)(F)c1ccc(/C=N/NC(=S)Nc2ccccc2)cc1	109	95	103	92	101	107	103	109	95
CC(=N/O)/C(C)=N\O	107	93	98	92	103	119	99	109	nt
Cc1cccc(N2CCN(C(C)(C)C#N)CC2)c1	98	92	95	84	113	115	110	114	107
Cc1ccc(=O)n(-c2ccc(-c3nc4ccccc4[nH]3)cc2)c1	71	95	100	83	106	104	96	105	95
CC(C)OCCCn1c(=N)c(S(=O)(=O)c2ccccc2)cc2c(=O)n3ccccc3nc21	108	100	99	74	86	101	102	95	101
Clc1ccc(CSc2cc(SCc3ccc(Cl)cc3Cl)nc(SCc3ccc(Cl)cc3Cl)n2)c(Cl)c1	98	106	104	108	105	112	110	112	93

A different layout for part of the listing above:
Values in the order: PC-3, SN12C, SF-539, UO-31, 786-0, DU-145, U251, TK-10, SF-295
CCN1C(=S)N(CC)C2C1NC(=S)N2/N=C/C=C/c1ccccc1 (stereo not drawn)
 : 36, 41, 11, 40, 41, 31, 28, 69, 20
COc1ccc2oc3c(C)c4c(c(C)c3c2c1)C(=O)N(O)C4=O
 : 94, 97, 99, 89, 98, 97, 114, 129, 99
Cc1ccc2nc(Cl)cc(=O)n2c1
 : 97, 101, nt, 84, 100, 124, 119, 109, 113
COc1cc(/C=C/C(=O)c2ccc3c(c2)OCCO3)c(Cl)c(OC)c1OC
 : 83, 86, 88, 85, 86, 61, 92, 138, 96
COCCNC(=O)Cc1c(-c2ccccc2)oc2cc(OC)c(OC)c(OC)c12
 : 100, 103, 97, 90, 104, 111, 100, 107, 106
O=c1c2ccccc2ncn1-c1ccc(Cl)cc1Cl
 : 91, 86, 92, 83, 100, 114, 97, 106, 104
O=C(O)CCCc1cccc2ccccc12
 : 81, 98, 96, nt, nt, 117, 107, 111, 106
C[Si](C)(O)CCl
 : 96, 107, 99, 88, 105, 117, 96, 107, 105
COC(=O)c1sc(-c2ccc(F)cc2)c2sc(N)nc12
 : 93, 93, 93, 70, 86, 100, 91, 92, 95
FC(F)(F)c1ccc(/C=N/NC(=S)Nc2ccccc2)cc1
 : 109, 95, 103, 92, 101, 107, 103, 109, 95
CC(=N/O)/C(C)=N\O
 : 107, 93, 98, 92, 103, 119, 99, 109, nt
Cc1cccc(N2CCN(C(C)(C)C#N)CC2)c1
 : 98, 92, 95, 84, 113, 115, 110, 114, 107

Other compounds.
SMILES	PC-3	SN12C	SF-539	UO-31	786-0	DU-145	U251	TK-10	SF-295
O=c1[nH]c2sc3c(c2c2nnnn12)CCCC3	83	97	100	64	102	106	104	140	102
O=C(SCN1CCCCC1)c1ccccc1	102	109	104	83	100	109	100	106	96
OCCNCc1ccccc1	91	96	101	73	93	107	106	102	96
CC(C)CCC[C@@H](C)[C@H]1CC[C@H]2[C@@H]3CC=C4c5sc(NCCCN6CCOCC6)nc5CC[C@]4(C)[C@H]3CC[C@]12C	103	104	102	71	112	115	114	120	104
C[N+]1(C)CCCC1c1ccccc1 (stereo not drawn)	95	102	102	86	99	109	96	102	106
NC(=S)N/N=C/c1ccc(O)c(C(=O)O)c1	84	97	105	85	105	121	97	96	95
C[N+]1(C)CCC(c2ccccc2)(c2ccccc2)C(=O)C1Cc1ccccc1 (stereo not drawn)	64	97	100	90	98	110	102	99	99
CCn1cnc2c(SC)ncnc21	101	106	91	91	98	114	110	142	110
CCN(CC)CCCC(C)Nc1nccc2c(Cl)cccc12 (stereo not drawn)	87	94	93	55	95	115	106	102	108
Cn1cc(C#N)c(=O)[nH]c1=O	98	94	95	92	95	112	93	103	102
CCOC(=O)C(CC)c1cc2n(c(=O)c1C#N)CCC21OCCO1 (stereo not drawn)	91	96	95	90	102	106	nt	101	95
C/C(O)=C(/C=N\C(=S)Nc1ccc(Cl)c(Cl)c1)C(=O)Nc1ccccc1C	87	91	80	74	109	nt	95	101	102
O=C(Nc1cccc2ccccc12)c1cc2ccccc2cc1O	2.1*	7.3*	18	-19*	22	26	8.2*	34	6.2*
CCOc1cccc(OCC(=O)O)c1	98	101	95	91	97	108	96	96	98
COc1ccc(-c2cc(-c3c(C)nn(-c4ccccc4)c3Cl)cc(-c3ccc(OC)cc3)n2)cc1	97	95	nt	86	86	116	102	105	104
Cc1cnc(N)nc1OCC(C)(C)CNC(=O)c1cccc(-c2ccc(S(=O)(=O)Nc3ccc4c(c3)N(C(=O)C3CC3)CCC4)cc2)c1	52	68	75	62	91	77	59	77	55
COc1ccc(/C(C#N)=C2C=C/C(=N/O)c3ccccc3\2)cc1	13	24	-15*	31	17	10	nt	54	-39*
CC(=O)c1c(N)c(C#N)cn1-c1cc(Cl)cc(Cl)c1	87	98	95	62	98	119	96	156	114
CC1CCC2N(C1)CC1C(C(O)C(O)C3(O)C1CC14OC5(O)C(O)CCC1(C)C5CC(O)C34)C2(C)O (stereo not drawn)	89	95	106	88	94	110	107	nt	109
Cc1cc(=O)oc2cc(OCCOc3ccc(/C=C/C(=O)Nc4ccccc4N)cc3)ccc12	32	nt	19	7.7*	23	36	31	43	31
CCOC(=O)c1cc(C(=O)c2ccc(Br)cc2)n2ccccc12	83	97	97	79	102	100	90	133	97
O=c1n(CC2CO2)c(=O)n(CC2CO2)n1CC1CO1 (stereo not drawn)	70	70	19	51	37	38	54	74	-10*
Oc1ccc(C2CCc3ccccc32)cc1 (stereo not drawn)	92	98	89	nt	100	107	96	103	88
N#CCCN1CCC(N)=NC1=NC#N	94	102	109	89	98	115	nt	103	89
O=[N+]([O-])c1nccn1CC(O)CO (stereo not drawn)	93	109	99	75	112	123	115	96	109
COc1cc(CNC(=O)CCCC/C=C/C(C)C)ccc1OCc1cn(-c2ccc(C#N)cc2)nn1	44	92	95	79	92	103	91	112	102
CN(CC(=O)NNC(=O)c1cncn1-c1ccc(F)cc1)S(=O)(=O)c1ccc(Cl)cc1	95	100	97	71	104	129	98	118	98
O=C1c2ccccc2C2(c3ccc(O)cc3)c3ccccc3Oc3cccc1c32 (stereo not drawn)	22	37	-1.3*	46	41	nt	16	84	21
O=C1c2c(O)ccc(O)c2C(=O)c2c(O)ccc(O)c21	80	105	107	88	83	108	91	102	120
CN(C)/N=C/C12C3CC(CC1C(C#N)(C#N)C2(C#N)C#N)C3(C)C (stereo not drawn)	95	99	107	86	97	106	99	95	101
